# High-throughput results (PubChem BioAssay)
# HEK293 tox: qHTS of GLP-1 Receptor Inverse Agonists: Cytotox Screen. HEK293 cAMP-luciferase reporter cells, luminescence, 24 h. Potency, µM (top dose mostly 38.3 µM), without a hit: at the highest dose activity change, negative = inhibition, most hits filed as inhibitors. 410,000 compounds, 0.13% hits. AID 624418, 2012;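 also: loss of luciferase light is scored as toxicity; % is scaled to controls: 0 for no effect and ±100 for the full control effect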
#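 Step one: seed cells (200 cells/uL, DMEM with 10% Nu serum, 1% pen-strep). Step two: 12-hour incubation at 37 deg C. Step three: pin 23 nL compound, incubate 24 hr. Step four: add luciferase reagent, read luminescence 12 min later.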
# HT1080 IDH1KD tx: qHTS for induction of synthetic lethality in tumor cells producing 2HG: qHTS for the HT-1080-IDH1KD cell line; HT-1080 IDH1 knockdown viability, ATP luminescence, 48 h; Potency, µM (series often up to 46.1 µM), for the others: at the highest dose activity, negative = toxicity, actives largely listed as cytotoxic; 360,000 compounds, 2% hits;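 also: 0% = DMSO wells and -100% = cell-free medium wells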
#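 After a 2 h attachment period, IDH1KD HT-1080 cells took pin-transferred compound for 48 h at 37 °C; ATP-based luminescence after 10 min room-temperature reagent incubation reported viability.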
# KB-3-1 tox: qHTS assay for MDR1-selective chemotherapeutics: Primary screen using the parental adenocarcinoma cell KB-3-1; Potency, µM (titrated, usually from 46.1 µM), for inactives: top-dose activity change, negative = cytotoxic, usual class: cytotoxic; AID 1347075, 2019; KB-3-1 viability, CellTiter-Glo ATP luminescence, 72 h; 400,000 compounds, 1.4% hits; also: % is scaled to controls: 0 for no effect and ±100 for the full control effect; nearly all actives have a fitted effect of over 60% in size
#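 Screening of KB-3-1 cells (DMEM, 10% FBS, phenol-red free) ran from lowest to highest compound concentration; after 72 h at 37 °C viability was read luminescently and curves fitted.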
# HT1080-NT tox: qHTS for induction of synthetic lethality in tumor cells producing 2HG: qHTS for the HT-1080-NT fibrosarcoma cell line; 360,000 compounds, 1.6% hits; HT-1080-NT fibrosarcoma viability, CellTiter-Glo ATP luminescence, 48 h; Potency, µM (series often up to 46.1 µM), for the others: at the top dose activity, negative = less viability, most hits filed as cytotoxic;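 also: NT is the 2HG producing partner of a matched IDH1 knockdown line; 0% = DMSO-treated cells and -100% = media-only wells without cells; nearly all actives have a fitted effect of over 55% in size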
#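 Viability by CellTiter-Glo luminescence after 48 h compound exposure at 37C of HT-1080-NT cells (750/well, RPMI, 5% FBS). % activity scaled between DMSO wells and medium-only wells, then curve-fitted and categorized by curve class.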
# GLP1R ag: qHTS of GLP-1 Receptor Agonists | Glucagon-like peptide 1 receptor (Homo sapiens), P43220 | HEK293 GLP-1R CRE-luciferase, luminescence, 4-6 h; cells express a hypersensitive GLP-1R form | Potency, µM (series often up to 45.6 µM), for inactives: top-dose activation, usual class: activators | 380,000 compounds, 0.007% hits | AID 624172, 2012; also: % of control where 0% means no effect
# Target sequence (P43220 whole entry, looked up): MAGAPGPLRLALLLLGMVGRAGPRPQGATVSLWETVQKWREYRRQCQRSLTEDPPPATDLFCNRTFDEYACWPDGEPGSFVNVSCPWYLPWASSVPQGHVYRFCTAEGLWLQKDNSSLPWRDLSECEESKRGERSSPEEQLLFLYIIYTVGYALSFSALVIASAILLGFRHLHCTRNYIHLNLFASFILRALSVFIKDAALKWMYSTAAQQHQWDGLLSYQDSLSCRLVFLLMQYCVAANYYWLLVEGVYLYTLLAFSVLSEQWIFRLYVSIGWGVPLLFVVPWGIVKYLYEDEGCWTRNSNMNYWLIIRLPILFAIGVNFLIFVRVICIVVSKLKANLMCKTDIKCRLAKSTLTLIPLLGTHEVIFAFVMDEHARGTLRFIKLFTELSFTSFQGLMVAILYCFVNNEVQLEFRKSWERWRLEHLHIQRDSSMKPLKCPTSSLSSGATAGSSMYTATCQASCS
# KB-V1 MDR tox: qHTS assay for MDR1-selective chemotherapeutics: Primary screen using the drug-selected MDR subline cells KB-V1. KB-V1 MDR cells viability, CellTiter-Glo, 72 h. AID 1347076, 2019. 400,000 compounds, 3.4% hits. Potency, µM (top dose mostly 46.1 µM), for inactives: at the highest dose activity change, negative = cytotoxicity, hits mostly cytotoxic; also: % is scaled to controls: 0 for no effect and ±100 for the full control effect; nearly all actives have a fitted effect of over 60% in size
#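 Compound-treated KB-V1 multidrug-resistant cells, 72 h, 37 degrees C; viability by CellTiter-Glo. Fitted qHTS curves give the values.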
# TDP43 rescue: qHTS of TDP-43 Inhibitors; 410,000 compounds, 1.8% hits; AID 652104, 2013; Potency, µM (top dose mostly 46.1 µM), for the others: top-dose growth rescue (activation), usual class: activators; TDP-43 expressing yeast growth rescue, BacTiter-Glo, 24 h; also: % of control where 0% means no effect; nearly all actives have a fitted effect of over 50% in size
#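 Yeast expressing TDP-43 (pregrown in raffinose, seeded at OD600=0.02 in galactose medium) exposed to compounds 24 hr at 30 deg C. Growth read by BacTiter-Glo luminescence; rescue of toxicity appears as increased signal.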
# GLP-1R inv ag: qHTS of GLP-1 Receptor Inverse Agonists (Inhibition Mode); HEK293 GLP-1R CRE-luciferase, luminescence, 24 h; GLP-1R form is constitutively active; Potency, µM (series often up to 38.3 µM), without a hit: top-dose activity change, negative = inhibition, hits mostly inhibitors; 410,000 compounds, 1.6% hits; AID 624417, 2012; also: % is scaled to controls: 0 for no effect and ±100 for the full control effect; nearly all actives have a fitted effect of over 55% in size
#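 Cells are plated, allowed 12 hours at 37 deg C, then treated with compounds for 24 hr before luciferase detection reagent is added and luminescence is read after 12 min at room temperature. The HEK293 line carries constitutively active GLP-1R with a cAMP-responsive reporter.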
# SW480 rereplic: A quantitative high throughput screen for small molecules that induce DNA re-replication in SW480 colon adenocarcinoma cells; Potency, µM (doses to about 46.1 µM), for inactives: top-dose re-replication activation, hits mostly activators; SW480 DNA re-replication, Hoechst DNA content imaging, 48 h; 340,000 compounds, 1.8% hits; also: % of control where 0% means no effect; nearly all actives have a fitted effect of over 55% in size
#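 First, 250 cells per well were seeded. Next, compound or vehicle (23 nL) was pinned in, plates sat 48 hr at 37 C. Finally Hoechst was added for 40 min before fluorescence scanning.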
# Active calls of the source: *; u = inconclusive; x = not tested or not shown; & = joins results of further samples; [ ] = another dose, or the depositor's remark. Calls follow the shape of the dose curve; as a rule, active = well fitted curve in the direction sought with a large enough effect; inconclusive = small, poorly fitted or top-dose-only effect, or another doubt; inactive = no such curve, though single readings can be large; an effect the other way counts as inactive or inconclusive. Potency is read from the fitted curve at half-maximal effect.
Molecule | HEK293 tox | HT1080 IDH1KD tx | KB-3-1 tox | HT1080-NT tox | GLP1R ag | KB-V1 MDR tox | TDP43 rescue | GLP-1R inv ag | SW480 rereplic
COc1ncnc2c1ncn2CC1COC(C)(C)O1 (configuration not stated) | 0.7% | 7.4% | 9.6% | 8.6% | -6.5% | 0.0% | -2.5% | -6.0% | -0.3%
COc1ccc(C(=O)NCC2OCCc3ccccc32)c(O)c1 (configuration not stated) | 2.3% | 20.9% | 2.5% | 26.0% | -0.8% | -16.1% | 14.1µM* | -4.1% | -2.2%
COc1ccccc1N(C)S(=O)(=O)c1ccc(C(=O)N2CCC(C(N)=O)CC2)cc1 | 3.0% | -6.0% | 7.2% | 0.3% | -9.8% | -7.7% | -29.8% | 1.0% | -15.8%
COc1ccc2nc(N3C(=O)C(O)=C(C(=O)c4ccco4)C3c3ccc(OC)c(OC)c3)sc2c1 (configuration not stated) | -6.1% | -22.5% | -11.2% | -7.6% | -7.3% | -18.3% | -4.3% | 16.3% | x
O=C(Nc1nc(-c2ccncc2)cs1)c1ccc(S(=O)(=O)N2CCOCC2)cc1 | -2.7% | u | 10.4% | 3.0% | -7.6% | 9.4% | -15.4% | 2.4% | -7.9%
COC(=O)[C@@]12C[C@@H](CC(=O)N3CCC(c4ccccc4)CC3)C(=O)N(Cc3ccco3)C1=CCC(C)(C)C2 | -6.7% | -3.1% | -18.3% | -6.2% | x | u | 5.1% | u | x
CSCC[C@H](NC(=O)NC1CCCC1)C(=O)O | -10.5% | 10.4% | 18.6% | 5.1% | -2.4% | 17.1% | 13.3% | -27.0% | u
COc1cc2c(cc1OC)C(Cc1ccccc1[N+](=O)[O-])=NCC2 | -16.6% | -1.4% | u | -0.9% | 2.9% | 20.6µM* | 16.7% | 31.3%[activator] | -5.7%
CCOC(=O)c1sc(NC(=O)CN2C(=O)C3CC=CCC3C2=O)nc1C (configuration not stated) | 19.6% | -13.1% | x | 0.0% | 0.0% | x | 9.8% | 20.1% | -3.7%
COC(=O)c1c(C)oc(C)c1S(=O)(=O)NCc1ccc(Cl)cc1Cl | -7.3% | 2.7% | -4.3% | -3.0% | 9.5% | -19.5% | u | u | 1.0%
COc1ccccc1CNC(=O)CC1N=C2c3ccccc3N=C(SCC(=O)Nc3ccc(F)cc3)N2C1=O (configuration not stated) | -23.3% | x | 1.1% | x | x | 3.0% | 8.2% | -14.5% | x
O=C(Nc1ccnn1C1CCN(C2CCCCC2)CC1)c1ccccc1 | 5.4% | -25.9% | 0.0% | -28.6% | -1.1% | -16.1% | -27.1% | -17.1% | -7.4%
C=C(C(=O)c1ccccc1)C(C(=C)C(=O)c1ccccc1)c1ccc(OC)cc1 | -17.3% | -5.8% | u | 3.9% | -4.3% | u | 7.7% | u | u
O=C(Nc1ccon1)c1ccc2c(c1)OCO2 | 5.5% | -2.4% | 0.0% | 1.3% | 1.3% | 2.9% | -10.4% | -0.1% | -9.1%
O=C(CC1C(=O)NCCN1CC1CCCCC1)NC1(c2ccccc2)CC1 (configuration not stated) | 6.9% | 7.5% | -13.2% | 20.1% | 7.9% | -12.2% | -13.7% | -5.3% | 2.7%
CCC(C)(C)n1nnnc1C(c1cc2cc(OC)c(OC)cc2[nH]c1=O)N1CCc2ccccc21 (configuration not stated) | -10.7% | u | -11.5% | u | 3.2% | 12.0% | -10.2% | u | u
CCC1Nc2ncnc(N3CCN(c4ccccc4)CC3)c2N(Cc2ccc(C)cc2)C1=O (configuration not stated) | -0.5% | -8.1% | -29.4% | u | -2.5% | 5.5% | -18.0% | u | 0.1%
CN(Cc1ccccc1)C(=O)c1ccc(NC(=O)Cc2ccc([N+](=O)[O-])cc2)cc1 | 13.9% | -27.6% | -24.9% | -10.4% | -1.9% | 5.8% | -0.6% | u | -4.0%
COc1ccc(CNC(=O)c2cc3c(-c4ccccc4F)nn(C)c3s2)cc1 | -1.7% | x | -39.2% | x | x | u | u | u | x
CCOc1ccc(C2C(C(=O)c3cccs3)=C(O)C(=O)N2CCN2CCOCC2)cc1 (configuration not stated) | -4.4% | 16.5% | 0.6% | -1.3% | 0.9% | 20.1% | 11.3% | -0.2% | 11.3%
Cc1ccc(/C=C2\C(=O)ON=C2c2ccccc2)o1 | -0.1%[7.66 µM] | 8.6% | -1.9% | 5.9% | 1.7% | -1.2% | 8.1%[9.22 µM] | -3.4%[7.66 µM] | -5.5%
O=[N+]([O-])c1ccccc1CNC1CCCCCC1 | -8.9% | 0.6% | -2.7% | -0.3% | 9.5% | -1.1% | 5.6% | -12.4% | -1.1%
COc1ccc(Cl)cc1N1C(=O)[C@@H]2C(c3cccc(OC)c3OC)=NO[C@@H]2C1=O | 19.0% | 1.5% | u | -12.8% | -6.4% | 2.2% | -17.0% | 4.9% | -1.8%
CCCOc1ccc(-c2c(C(=O)N/N=C(\C)c3cccnc3)nnn2-c2nonc2N)cc1 | 16.9% | -2.1% | -17.7% | 0.8% | -0.8% | 8.9% | -13.4% | 12.0% | 17.9%

# Overlap with the part before: two compounds, then new ones.
Molecule | HEK293 tox | HT1080 IDH1KD tx | KB-3-1 tox | HT1080-NT tox | GLP1R ag | KB-V1 MDR tox | TDP43 rescue | GLP-1R inv ag | SW480 rereplic
COc1ccc(Cl)cc1N1C(=O)[C@@H]2C(c3cccc(OC)c3OC)=NO[C@@H]2C1=O | 19.0% | 1.5% | u | -12.8% | -6.4% | 2.2% | -17.0% | 4.9% | -1.8%
CCCOc1ccc(-c2c(C(=O)N/N=C(\C)c3cccnc3)nnn2-c2nonc2N)cc1 | 16.9% | -2.1% | -17.7% | 0.8% | -0.8% | 8.9% | -13.4% | 12.0% | 17.9%
CSc1cccc(NC(=O)c2cnn(-c3ccc(F)cc3)c2-n2cccc2)c1 | -27.2% | x | -26.8% | x | -6.4% | u | -29.6% | -26.9% | x
CCCc1ccc(OCc2ccc(C(=O)N3CCCC3)o2)cc1 | -4.8% | -28.5% | -4.1% | u | 22.9% | -25.8% | -16.1% | -21.7% | -3.5%
O=S(=O)(Nc1nc2ccccc2nc1N1CCN(c2ccccn2)CC1)c1ccc(Cl)cc1 | -12.8% | -11.8% | -14.2% | -1.1% | -0.4% | u | -29.3% | u | -19.1%
COc1cccc2c1Oc1ncccc1N(C(=O)Nc1cccc(Cl)c1)C2 | -7.3% | x | -2.0% | x | x | -11.2% | 15.9% | -7.6% | x
COc1cccc(C2NC(=O)NC(C)=C2C(=O)Nc2ccc(C)cc2)c1OC (configuration not stated) | -2.7% | 12.7%[9.24 µM] | -5.6% | 5.1% | -0.3% | 7.4% | -14.8% | 0.2% | 14.9%
COC(=O)c1ccc(CNC(=O)COC(=O)/C=C/c2cccc(OC)c2)cc1 | 2.1% | -0.8% | -3.4% | 14.4% | -7.3% | 18.9% | 16.4% | -3.9% | x
CCOC(=O)c1ccc(-c2ccc(/C=C(\C#N)C(=O)Nc3cccc(C)c3)o2)cc1 | -4.1% | x | -21.4% | x | -7.2% | -20.6% | -0.6% | 0.0% | x
COc1cccc(-c2nc(CS(=O)(=O)CC(=O)NC3CCCCCC3)c(C)o2)c1 | 10.1% | -9.0% | -3.7% | 2.0% | 10.2% | -6.9% | 1.7% | 3.9% | -4.1%
Cc1cc(C)c(NC(=O)Cn2nnc(C(=O)NCc3cccs3)c2N)c(C)c1 | -6.0%&0.4% | -12.4% | 5.7%&9.2% | -8.1% | -9.6% | u | 9.0%&10.7% | -38.4%&0.0% | -1.4%
CN(C)c1ccc(NC(=O)Nc2ccc3snnc3c2)cc1 | -15.1% | 8.5% | -1.5% | 11.5% | -2.1% | 1.0% | -4.3% | 1.5% | -1.4%
COc1ccc(C2C(C(=O)/C=C/c3ccco3)=C(O)C(=O)N2CCN2CCOCC2)cc1OC (configuration not stated) | -18.9% | 9.2% | 12.4% | 1.1% | -0.1% | u | -18.0% | 21.4% | -24.6%
CC(C)CC(C(=O)Nc1ccc2c(c1)OCCO2)N1C(=O)c2ccccc2C1=O (configuration not stated) | 5.3% | -2.2% | 2.5% | 0.1% | -31.3% | 25.1% | 8.9% | 7.7% | 1.6%
CN(C)C(=S)N=c1ssc(=S)n1Cc1cccnc1 | u | -13.8% | u | -8.7% | 0.1% | u | 8.1% | u | 18.4µM*
COc1ccc(NS(=O)(=O)c2cccc(C(=O)NCC(c3ccc(OC)cc3)N3CCOCC3)c2)cc1 (configuration not stated) | u | -17.7% | 3.8% | 2.0% | 17.7% | 0.0% | -10.7% | 16.7% | 4.6%
O=c1[nH]nc(C(F)(F)F)c2nnn(Cc3ccccc3Cl)c12 | 15.8% | 5.7% | 22.4% | -0.7% | -5.2% | -7.9% | 4.1% | 6.2% | -14.1%
NNC(=O)CN1C(c2cccc(Cl)c2)=Nc2ccc(Br)cc2C1c1ccccc1 (configuration not stated) | -12.5% | -15.0% | 0.3% | -13.0% | -10.0% | -3.7% | 3.7% | u | -0.7%
COc1ccc([C@H]2N[C@]3(CCCN(Cc4cccn4C)C3=O)[C@H]3C(=O)N(C)C(=O)[C@@H]23)cc1 | 3.1% | 2.9% | -5.3% | 1.8% | -2.0% | -24.2% | 24.6% | 0.7% | x
N#C/C(=C\c1c(N2CCOCC2)nc2ccccn2c1=O)S(=O)(=O)c1ccccc1 | 14.0% | -8.1% | 4.1% | -1.6% | 4.7% | 1.9% | 3.8% | -0.2% | -4.6%
COc1ccc(/C=N/NC(=O)c2ccc(Cl)cc2)cc1Cn1cc(Cl)cn1 | -1.1% | -9.0% | 3.3% | -9.4% | 1.8% | -20.4% | 9.9% | -17.8% | -11.0%
N#Cc1ccccc1OCC(=O)Nc1c(C(=O)C2CC2)oc2ccccc12 | -7.2% | -26.8% | 5.9% | -24.8% | 0.9% | 1.1% | 18.7% | 23.5% | -14.4%
